Bioassay records (PubChem BioAssay)
TDP1 cell noCPT – qHTS for Inhibitors of human tyrosyl-DNA phosphodiesterase 1 (TDP1): qHTS in cells in absence of CPT. DT40 Tdp1-/- hTDP1 cells, no CPT, ATP luminescence, 48 h. Potency, µM (doses to about 46.2 µM), for inactives: at the highest dose activity change, negative = growth inhibition, most hits filed as inhibitors. actives 15% (n = 420,000). AID 686978, 2013; further: nearly all actives have a fitted effect of over 55% in size
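Seeded 400 DT40-hTDP1 cells/well (vehicle DMSO, no 20 nM CPT); pinned compounds; ≥48 hr at 37 °C; CellTiter-Glo luminescence as viability measure.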
TDP1 block – qHTS Assay for Inhibitors of Tyrosyl-DNA Phosphodiesterase (TDP1) | Tyrosyl-DNA phosphodiesterase 1 (Homo sapiens), Q9NUW8 | recombinant TDP1, AlphaScreen DNA substrate cleavage | Potency, µM (doses to about 130 µM), for the others: at the top dose activity change, negative = inhibition, most hits filed as inhibitors | actives 0.28% (n = 350,000); further: nearly all actives have a fitted effect of over 40% in size
Target sequence (Q9NUW8 whole entry, looked up): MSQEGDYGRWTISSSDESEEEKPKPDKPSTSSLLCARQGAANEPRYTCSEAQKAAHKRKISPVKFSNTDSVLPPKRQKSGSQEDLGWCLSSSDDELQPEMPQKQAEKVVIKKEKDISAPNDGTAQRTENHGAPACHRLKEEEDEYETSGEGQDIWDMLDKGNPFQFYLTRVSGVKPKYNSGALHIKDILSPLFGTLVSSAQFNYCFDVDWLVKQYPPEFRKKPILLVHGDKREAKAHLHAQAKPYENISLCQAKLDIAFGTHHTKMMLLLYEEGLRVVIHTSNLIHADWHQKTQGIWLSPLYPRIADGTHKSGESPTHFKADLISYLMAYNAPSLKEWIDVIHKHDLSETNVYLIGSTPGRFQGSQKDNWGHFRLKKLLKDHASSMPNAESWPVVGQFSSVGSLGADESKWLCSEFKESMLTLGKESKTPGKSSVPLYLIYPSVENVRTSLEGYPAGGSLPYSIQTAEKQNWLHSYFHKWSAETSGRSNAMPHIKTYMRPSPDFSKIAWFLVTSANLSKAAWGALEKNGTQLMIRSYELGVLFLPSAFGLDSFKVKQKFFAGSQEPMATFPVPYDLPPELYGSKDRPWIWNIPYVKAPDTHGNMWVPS
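Steps: enzyme plus compound, 15 min RT; add biotin/phosphotyrosine-FITC oligonucleotide (15 nM final), react 5 min; add donor/acceptor beads (10 ug/ml final), 10 min; read AlphaScreen. Tdp1 at 1 nM final.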
DT40 TDP1 CPT – qHTS for Inhibitors of human tyrosyl-DNA phosphodiesterase 1 (TDP1): qHTS in cells in presence of CPT | chicken DT40 Tdp1-/-;hTDP1 cells + 20 nM CPT, ATP luminescence, 48 h | Potency, µM (doses to about 46.2 µM), without a hit: at the highest dose activity change, negative = growth inhibition, hits mostly inhibitors | actives 12% (n = 420,000) | AID 686979, 2013; further: nearly all actives have a fitted effect of over 55% in size
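Cell growth measured by CellTiter-Glo luminescence after a minimum 48 h, 37 C compound exposure with 20 nM CPT in Tdp1-knockout DT40 cells stably expressing hTDP1, seeded 400/well; qHTS titration format.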
* marks the source's active call; other numbers are inactive results; u = inconclusive; x = no result given; & = joins results of further samples. The call rests on the fitted dose curve; in most records, active means well fitted curve in the direction sought with a large enough effect; inconclusive means small, poorly fitted or top-dose-only effect, or another doubt; inactive means no such curve, though single readings can be large; an effect the other way counts as inactive or inconclusive. On the % scale 0 is the no-effect control and ±100 the full control effect; potency means the concentration at half of the fitted maximal effect.

SMILES	TDP1 cell noCPT	TDP1 block	DT40 TDP1 CPT
Oc1c(C(c2ccco2)N2CCC3(CC2)OCCO3)sc2ncnn12 (centres undefined)	-5%	u	3%
Cc1ccc(C#N)c(SCC(=O)Nc2nccs2)n1	u	-1%	-23%
Cn1c(=O)c(C(=O)CSc2ccccc2)c(N)n(Cc2ccccc2)c1=O	-27%	6%	-7%
Cc1noc(C)c1C(=O)NCCc1c(C)[nH]c2ccccc12	0%	8%	10%
Nc1nnc(C(F)(F)F)s1	-4%	-1%	7%
C[C@H](NC(N)=O)C(=O)N1CCN(S(=O)(=O)c2ccc3ccccc3c2)CC1	-13%	10%	-9%
O=C1Nc2cc(Cl)ccc2C1(N1CCNCC1)C(F)(F)F (centres undefined)	u	7%	u
O=c1[nH]cc([N+](=O)[O-])cc1Br	u	0%	21µM*
COc1ccc(-c2csc(=Nc3ccccc3)n2CCO)cc1	u	8%	u
Cc1nn(-c2ccc(F)cc2)c2c1cc(C#N)c1nc3ccccc3n12	4%	-8%	-2%
O=C(COC(=O)/C=C/c1cn(-c2ccccc2)nc1-c1ccc2c(c1)OCCO2)NC1CCS(=O)(=O)C1 (centres undefined)	21µM*	x	u
Cc1cc(C)c(NC(=O)Cn2nnc(-c3nc(-c4ccccc4)no3)c2N)c(C)c1	-2%	0%	0%
COC(=O)CC1COc2ccccc2N1C(=O)/C=C/c1ccccc1 (centres undefined)	u	x	u
COC(=O)c1ccc(C(=O)OC)c(NC(=O)CSc2nnc(-c3ccccc3Cl)o2)c1	-2%	x	-11%
CC(=O)Nc1ccc(C=NNC(=O)CCCC(=O)NN=Cc2ccc(NC(C)=O)cc2)cc1	-4%	x	-1%
C/C(=N\NC(=O)c1nnn(-c2nonc2N)c1CSc1ccccc1)c1ccco1	-27%	-1%	-17%
CCOC(=O)C1CCCN(Cc2ccccc2C)C1 (centres undefined)	-9%	-10%	-6%
Cc1ccccc1/C=C1\SC(=S)N(/N=C/c2cc([N+](=O)[O-])ccc2O)C1=O	u	11%	u
CC(C)(C)NC(=O)C(CCc1ccccc1)n1c(=O)c(-c2ccccc2)nc2ccccc21 (centres undefined)	2.9µM*	x	5.2µM*
NC(=O)c1nsc(C(=O)N(CC(=O)NCc2ccc(F)cc2)Cc2ccco2)c1N	u	8%	u
N#C/C(=C/c1ccc2c(c1)OCO2)C(=O)Nc1ccc(O)cc1	12µM*	1%	7.3µM*
CCOc1cc(CNC(CC)CO)ccc1OCC(=O)Nc1cccc(C(F)(F)F)c1 (centres undefined)	26µM*	4%	u
O=C1NC[C@H](CCCCN2CCN(CCC3CCCCC3)C(=O)C2=O)N(CCc2ccccc2)C1=O	-18%	x	-16%
CCOC(=O)c1c(-n2cccc2)sc2c1CCCC2=O	-5%	-4%	-4%
COc1ccc(-c2nc(N)ncc2-c2csc(C)n2)c(O)c1	-10%	6%	-57%
Continuation:
SMILES	TDP1 cell noCPT	TDP1 block	DT40 TDP1 CPT
CC1=NN(c2cccc([N+](=O)[O-])c2)C(=O)C1	-8%	8%	1%
CS(=O)(=O)N1CCN(c2nc3ccc(Cl)cc3s2)CC1	-19%	x	-2%
Cc1ccc(S(=O)(=O)N2CCC(c3nc(-c4cccs4)nc4ccccc34)CC2)cc1	u	x	u
COc1ccc(NS(=O)(=O)c2cc3c(cc2C)N(C(C)=O)CCO3)cc1	-6%&-19%	4%	-9%&-14%
COc1cc2ccc(-c3ccc4ccccc4n3)cc2cc1OC	6.5µM*	x	u
C=CCC(NCc1ccccc1)c1ccc(Cl)cc1 (centres undefined)	13µM*	1%	u
Cc1ccc(S(=O)(=O)NNC(=O)Cc2cccn2C)cc1	11%	3%	-1%
COc1ccc(C(=O)N2CCCC(CNC(=O)c3ccc(F)cc3)C2)cc1OC (centres undefined)	28%	2%	2%
CC(=O)C[C@@H](O)CC(=O)[C@@H]1OC(=O)[C@@H](C)CCCCc2ccccc21	10%	-6%	2%
Cc1cc(C(=O)N2CCN(c3ccc(F)cc3)CC2)on1	9%	x	0%
COC(=O)c1c(O)cc(C(C)(C)C)n(-c2ccc(F)cc2)c1=O	0%	-4%	-17%
Cc1c(S(=O)(=O)N2CCN(c3cccc(Cl)c3)CC2)c(=O)n(C)c(=O)n1C	0%	0%	11%
O=C(Oc1ccccc1)N1CCC2(CC1)CN(c1ncccn1)C2	u	x	u
Cc1ccccc1S(=O)(=O)NC(=O)C1(C)CCN1C(=O)Cc1cccs1 (centres undefined)	-6%	x	0%
CCCn1nc(C(=O)NNC(=O)c2cc(S(=O)(=O)NC)ccc2Br)c2ccccc2c1=O	-11%	1%	-25%
C/C(=C(\C#N)C(=O)NCCN1CCOCC1)N(C)C	-3%	2%	9%
CC1Cc2c([nH]c3ccccc23)C2c3ccccc3CN12 (centres undefined)	u	x	u
NCCCC[C@H]1CNC(=S)N1CCCCC1CCCCC1	7.3µM*	6%	9.2µM*
COc1ccc(CCN2CC(C(=O)NCc3cnn(C(C)C)c3)CCC2=O)cc1 (centres undefined)	-11%	1%	11%
CCCCC(=O)Nc1cc(-c2nc3ncccc3o2)ccc1C	0%	-4%	-14%
O=C(Cn1c(=O)oc2ccccc21)NCCc1ccccc1	-16%	x	2%
CCOC(=O)C1CCCN(C(=O)c2sc3nc(C)nc(N4CCOCC4)c3c2C)C1 (centres undefined)	-8%	6%	-13%
O=C(/C=C\c1ccccc1)NCC(=O)N/N=C/c1ccc(O)cc1O	8.2µM*	4%	21µM*
O=C(Nc1cccc(F)c1)N1CC[C@@]2(CCCN(C(=O)c3cccc(F)c3)C2)C1	-5%	x	8%
Cc1cc(NC(=O)CCC(=O)N(C2CC2)C(C(=O)NC(C)(C)C)c2ccccc2Cl)no1 (centres undefined)	-11%	6%	3%
Next results.
SMILES	TDP1 cell noCPT	TDP1 block	DT40 TDP1 CPT
CN(CCc1ccccc1)C1CCCN(S(=O)(=O)c2cccc(F)c2)C1 (centres undefined)	u	x	-2%
Cc1ccc(-n2nnnc2-c2cnc3ccc(Cl)cc3c2-c2ccccc2)cc1	u	6%	u
Cc1cccc(C(C)(C)C)c1OCCN1CCCC1	-1%	1%	11%
CCC(C(=O)NCc1ccc(F)cc1)n1nc(C)n2c(cc3occc32)c1=O (centres undefined)	1%	2%	2%
c1ccc(C2=Nn3c(nnc3-c3cccs3)SC2)cc1	u	x	2%
O=C(CCCOc1ccc(Cl)cc1Cl)N1CCCc2ccccc21	u	-9%	-26%
CCCCN(C)C(=O)c1[nH]c(C(F)(F)F)nc1-c1ccccc1	u	x	u
Cc1ccccc1CS(=O)(=O)CCC(=O)O	10%	3%	5%
CCOC(=O)Cc1c[nH]c2ccccc12	1%	-1%	-1%
CC(C)COC(=S)Nc1ccccc1	u	-6%	-15%
Cc1cc(C(=O)CSc2nnc(-c3ccc(F)cc3)o2)c(C)n1CC1CCCO1 (centres undefined)	21µM*	3%	u
CC(C)NC(=O)N(C)C[C@H]1Oc2ccc(NC(=O)Nc3ccccc3)cc2C(=O)N([C@H](C)CO)C[C@@H]1C	0%	1%	-14%
C[C@H](CCC(=O)OCc1cn(CC(=O)c2ccc(O)cc2)nn1)C1CC[C@H]2[C@@H]3CC[C@@H]4C[C@H](O)CC[C@]4(C)[C@H]3C[C@H](O)[C@]12C (some centres undefined)	u	x	u
CC(C)NC(=O)COC(=O)CNC(=O)c1cc(Cl)cc([N+](=O)[O-])c1	9%	3%	-23%
COc1ccc(CCC(=O)OCC(=O)NCc2ccccc2)cc1	-3%	0%	-11%
COc1ccc(C2CC(C)=NN2C=O)cc1OC (centres undefined)	5%	2%	-7%
O=C(NCC1CCCCC1)C1CCN(C(=O)NC2CCCCC2)CC1	-25%	5%	-20%
O=C(COC(=O)c1ccco1)NCCc1ccc(Cl)cc1	5%	0%	15%
O=C(CN1C(=O)NC2(CCCC2)C1=O)Nc1ccccc1-c1ccccc1	16%	4%	-10%
C/C=C/C=C\C(=O)Nc1cccc(C2=NOC3(C2)C[C@@H](C(N)=O)N(C(=O)/C(C)=C/C)C3)c1 (some centres undefined)	-12%	5%	-8%
CCOC(=O)Nc1ccc(S(=O)(=O)Nc2nc(C)cc(C)n2)cc1	-1%	-2%	-7%
Cc1ccc(OCC(=O)OCc2cc(=O)n3nc(C4CC4)sc3n2)cc1	-9%	10%	-15%
CCOc1cc(N2CCOCC2)c(OCC)cc1NC(=O)c1oc2ccccc2c1C	u	-5%	-14%
COc1cccc(Cn2c(=O)c(-c3ccc(F)cc3)nc3cnc(N4CCNCC4)nc32)c1	23µM*	x	13µM*
CS(=O)(=O)N1CCC[C@@]2(CCN(C(c3ccccc3)c3ccccc3)C2)C1	u	x	u
Other entries follow:
SMILES	TDP1 cell noCPT	TDP1 block	DT40 TDP1 CPT
CC(C)c1nnc(NC(=O)c2sc3ccccc3c2Cl)s1	-20%	4%	-22%
O=C(NCCN1CCOCC1)c1ccc2c(c1)N(Cc1ccccc1)C(=O)CS2	-19%	4%	-16%
COc1ccc(C2=C(C)C(=O)N(Cc3ccc(C(=O)Nc4ccc(F)cc4C)cc3)S2(=O)=O)cc1	3.7µM*	5%	3.3µM*
CC/C(=N/Nc1ccccc1)c1cnnc(SC)n1	9%	11%	9%
O=C(CCc1c[nH]c2ccccc12)NN1C(=O)NC2(CCCCC2)C1=O	2%	1%	-16%
C=CCOc1ccccc1CN1CCN(CCc2ccccc2)C(CCO)C1 (centres undefined)	u	x	-17%
COc1ccc(Cn2cccc(NC(=O)Nc3cccc(C#N)c3)c2=O)cc1	u	5%	u
COc1cc(/C=C/C2=CC(C)(C)NC(=S)N2)cc(OC)c1OC	-21%	8%	-10%
Cc1cccc(N2CC(C)Cn3c2nc2c3c(=O)n(CC(=O)O)c(=O)n2C)c1 (centres undefined)	12%	7%	-8%
Cc1cccc(OCC(=O)OCC(=O)Nc2ccc(Cl)cn2)c1	-3%	-6%	1%
Cn1nc2c3ccccc3n(Cc3ccc(F)cc3)c2nc1=S	u	4%	-29%
Cc1ccc(C(=O)O)cc1S(=O)(=O)NCC1CCCO1 (centres undefined)	-3%	0%	-27%
CCCCN(C)CCN1C(=O)C2C(C(=O)Nc3ccc(Cl)cc3)C3C=CC2(O3)C1C(=O)NC1CCCCC1 (centres undefined)	-16%	1%	9%
CC(=O)N1CCc2cc(S(=O)(=O)NC(CC(C)C)C(=O)N3CCn4c3nc3ccccc34)ccc21 (centres undefined)	-12%	3%	-13%
Cc1ccc(S(=O)(=O)N(C)C[C@@H]2OCc3cnnn3CCCC(=O)N([C@@H](C)CO)C[C@H]2C)cc1	-11%	x	-4%
